Compound activity: PubChem BioAssay, several laboratories
SRC1 inh: inhibitors of human steroid receptor coactivator 1 (SRC1) | Q15788 | HEK293 GAL4-SRC1 luciferase reporter, luminescence | inhibition, % at 3.6 µM | actives 0.12% (n = 360,000);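 active = inhibition above the campaign mean plus 3 SD, with each screening campaign given its own cutoff, cut at about 60% in these data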;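 note: 0% = DMSO treated cells and 100% = gossypol at 36 µM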
TWEAK Fn14 block: TWEAK-Fn14 signaling inhibition; TWEAK-stimulated Fn14 reporter cells, luciferase luminescence, 8 h; inhibition, % at 10 µM; actives 2% (n = 360,000); AID 1159606; in the data active = inhibition above about 50%
NOD2 RIPK2 PPI: blocks binding of human NOD2 to RIPK2. CHO BLA complementation NOD2-RIPK2, CCF4 ratio. actives 0.38% (n = 360,000). inhibition, % at 4.98 µM. O43353; in the data active = inhibition above about 21%;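 note: 0% = vehicle only and 100% = reference blocker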
Target sequence (O43353 whole entry, looked up): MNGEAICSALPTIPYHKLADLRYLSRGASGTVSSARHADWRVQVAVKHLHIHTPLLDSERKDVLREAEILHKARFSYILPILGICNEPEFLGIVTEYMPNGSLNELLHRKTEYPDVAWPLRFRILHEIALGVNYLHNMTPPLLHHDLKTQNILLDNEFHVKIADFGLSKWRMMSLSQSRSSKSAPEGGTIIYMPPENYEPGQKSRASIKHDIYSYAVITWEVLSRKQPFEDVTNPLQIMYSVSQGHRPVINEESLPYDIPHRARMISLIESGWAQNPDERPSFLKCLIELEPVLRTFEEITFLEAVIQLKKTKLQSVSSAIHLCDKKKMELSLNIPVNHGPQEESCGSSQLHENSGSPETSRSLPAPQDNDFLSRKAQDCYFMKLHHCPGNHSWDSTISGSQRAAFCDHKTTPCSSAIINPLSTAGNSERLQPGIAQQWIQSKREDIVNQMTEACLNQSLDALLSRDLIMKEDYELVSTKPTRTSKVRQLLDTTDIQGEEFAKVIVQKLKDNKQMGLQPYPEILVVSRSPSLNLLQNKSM
LRH-1 inv ag: suppresses constitutive activity of human LRH-1; HEK293T StAR-luciferase reporter, LRH-1 transfected, 24 h; inhibition, % at 3.6 µM; actives 0.13% (n = 360,000); AID 602396;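 active = inhibition above the mean inhibition of all tested compounds plus 3 SD, cut at about 73% in these data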;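 note: 0% = DMSO wells and 100% = reporter-only cells lacking LRH-1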
Target sequence (O00482 whole entry, looked up): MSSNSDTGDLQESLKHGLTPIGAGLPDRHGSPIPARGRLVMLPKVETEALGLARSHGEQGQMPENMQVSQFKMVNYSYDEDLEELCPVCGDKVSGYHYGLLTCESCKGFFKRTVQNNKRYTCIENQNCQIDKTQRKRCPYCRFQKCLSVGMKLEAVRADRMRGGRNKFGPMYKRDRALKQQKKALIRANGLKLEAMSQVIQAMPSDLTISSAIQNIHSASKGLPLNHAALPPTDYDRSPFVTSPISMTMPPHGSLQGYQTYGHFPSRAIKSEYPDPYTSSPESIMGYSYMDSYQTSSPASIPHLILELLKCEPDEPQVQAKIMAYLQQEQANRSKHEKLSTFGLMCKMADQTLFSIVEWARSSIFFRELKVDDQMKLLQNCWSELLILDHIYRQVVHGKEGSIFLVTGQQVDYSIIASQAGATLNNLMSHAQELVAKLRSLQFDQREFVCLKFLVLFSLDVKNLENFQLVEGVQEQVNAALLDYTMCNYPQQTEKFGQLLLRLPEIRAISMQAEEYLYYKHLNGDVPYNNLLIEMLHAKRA
NR2F2 inh: blocks human COUP-TFII nuclear receptor | HEK293T NGFI-A luciferase reporter, luminescence | inhibition, % at 8.6 µM | actives 0.7% (n = 370,000) | AID 686940;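 active = inhibition above a per-plate cutoff, mean inhibition of test wells between control levels plus 3 SD, cut at about 38% in these data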;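 note: cells cotransfected with COUP-TFII expression vector driving the NGFI-A reporter; 0% = median of COUP-TF2 test wells and 100% = reporter-only cells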
NCOA2 inhibitor: inhibits human steroid receptor coactivator 2; Q15596; HEK293 GAL4-SRC2 luciferase reporter, luminescence; inhibition, % at 9 µM; actives 0.17% (n = 370,000);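 active = inhibition above the mean inhibition of all tested compounds plus 3 SD, set per campaign, cut at about 52% in these data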;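 note: 0% = DMSO treated cells and 100% = cells given Gossypol at 36 µM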
TROY signal inh: blocks TROY-dependent signaling in reporter cells | Q293 LMP1-TROYcd NF-kB luciferase reporter, 4 h | inhibition, % at 10 µM | actives 0.98% (n = 360,000) | AID 1347056;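 active = compounds whose plate-normalised and pattern-corrected inhibition of the luciferase reporter signal at the single screening dose is 50% or more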
TLR9-MyD88 inh: TLR9-MyD88 interaction inhibition; Q9NR96+Q99836; CHO BLA complementation TLR9-MyD88, CCF4 FRET ratio; inhibition, % at 4.98 µM; actives 0.21% (n = 340,000);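 active = inhibition above the mean over all tested compounds plus 3 SD, cut at about 21% in these data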;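 note: 0% = DMSO only wells and 100% = clavulanate BLA inhibitor control wells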
SRC3 inh: inhibitors of human steroid receptor coactivator 3 (SRC3); HEK293 GAL4-SRC3 luciferase reporter, luminescence; inhibition, % at 3.6 µM; actives 0.17% (n = 360,000); AID 588352;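 active = inhibition above a per-campaign cutoff, the mean of all compounds plus 3 SD, cut at about 60% in these data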;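 note: 0% = DMSO-treated cells and 100% = gossypol-treated cells at 36 µM; higher means less SRC3-driven luciferase light from the GAL4 reporter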
EBV LMP1 NFkB: inhibitors of Epstein-Barr LMP1-induced NF-kappaB reporter; actives 0.69% (n = 350,000); inhibition, % at 12.5 µM; AID 504558; LMP1-induced NF-kappaB luciferase reporter cells, luminescence; in the data active = inhibition above about 41%;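 note: 0% = neutral control wells and 100% = reference inhibitor control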
TRAIL sens C8: sensitizes caspase-8 expressing cells to TRAIL | actives 1% (n = 360,000) | NB7+C8 cells + TRAIL, ATPlite viability luminescence | inhibition (viability loss, TRAIL sensitization), % at 10 µM;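 active = compounds causing at least 50% loss of cell viability in the single-dose screen, relative to plate controls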
Active calls of the source: *. These rows are one share of the data; the hit share may differ from the screen's.

SMILES	SRC1 inh	TWEAK Fn14 block	NOD2 RIPK2 PPI	LRH-1 inv ag	NR2F2 inh	NCOA2 inhibitor	TROY signal inh	TLR9-MyD88 inh	SRC3 inh	EBV LMP1 NFkB	TRAIL sens C8
Cc1cc2nnc(SCC(=O)N3CCOCC3)n2c2ccccc12	-6.2	-20.6	-10.0	1.5	2.1	10.6	6.3	0.0	27.0	-0.6	-4.7
O=C(NCc1cccnc1)NC1(c2ccccc2)CC1	10.6	-28.4	-17.0	16.0	5.7	-22.7	-1.8	14.9	14.1	4.8	-2.1
NC(=O)c1ccc(-n2nnnc2SCc2ccc(F)cc2)cc1	0.2	-7.2	7.5	1.0	-2.7	-28.1	-1.0	-5.2	-1.7	8.5	2.7
CC(=O)Oc1ccccc1C(=O)N1CCN(S(=O)(=O)c2ccc3ccccc3c2)CC1	-13.4	24.0	0.8	-1.0	3.9	4.1	5.9	3.5	14.2	-0.8	5.4
CCOC(=O)Nc1ccccc1N1C(=O)c2ccccc2C1=O	9.4	-9.7	-6.6	11.9	-6.4	-11.1	-2.1	7.9	-13.0	-9.7	-7.3
Cc1ccc2oc(=O)c3cnn(CC(=O)N4CCCCC4C)c3c2c1 (stereo unspecified)	-1.2	-5.8	-12.9	6.9	2.3	11.5	-4.1	-5.2	3.2	-1.0	-12.5
Cc1ccc(S(N)(=O)=O)cc1NC(=O)/C=C/c1ccc2c(c1)OCO2	-10.9	-3.4	-0.5	-14.4	0.9	5.9	11.1	-7.0	-3.8	-9.3	8.6
CCOC(=O)c1nnn(-c2nonc2N)c1-c1ccc(Br)cc1	7.5	-1.6	-1.8	16.3	26.8	-15.0	3.1	0.8	4.8	6.5	-6.8
CN(C)S(=O)(=O)c1ccc(NC(=O)Cn2c(-c3ccccc3)noc2=O)cc1	-1.7	9.6	1.6	25.0	-2.6	-21.3	3.3	-3.1	8.1	-5.9	10.1
O=C(c1ccc2c(c1)OCO2)[C@@H]1[C@@H]2C(=O)N(C3CCCCC3)C(=O)[C@@H]2C2c3ccccc3C=CN21 (stereo partly specified)	4.4	12.1	-6.5	8.8	-7.0	-4.0	1.0	7.8	-0.3	8.6	3.6
COCCNc1nc2ccccc2nc1NS(=O)(=O)c1ccc(C)cc1C	4.8	-18.4	-6.1	4.1	-0.6	-9.2	5.1	-4.6	0.9	-0.8	-2.1
CN(CCc1cnn(C)c1)C(=O)CCc1nnc(CCCc2ccccc2)o1	-23.1	-20.5	-3.3	-33.9	-9.1	-16.2	-37.9	-0.7	-34.6	-10.2	8.4
COc1ccc(C)cc1NC(=O)CSCc1ccccc1C	-4.6	7.9	-0.5	6.3	18.5	-9.8	3.7	-3.6	-3.8	2.4	-4.2
CC(=O)c1ccc(N2CCN(CC(O)c3ccccc3)CC2)cc1 (stereo unspecified)	-28.5	15.1	5.1	4.7	-11.0	-19.6	1.0	-2.3	9.3	-10.0	-7.1
CC(C)C[C@H]1CNC(=S)N1CC1CCCN1C[C@H](CC(C)C)N1C[C@H](CC(C)C)N(CC2CCCCCC2)C1=S (stereo partly specified)	-5.9	3.9	-8.2	2.4	26.4	-23.0	-0.7	-17.7	6.9	8.9	2.2
C/C=C/C(=O)Nc1cccc(C(F)(F)F)c1	1.6	-8.5	-0.6	-30.8	-5.2	-19.1	-14.6	-3.1	6.9	6.8	-0.7
Cc1ccc(S(=O)(=O)N2CCOCC2)cc1C(=O)N1CCCC1	17.4	11.7	4.2	-12.8	5.8	8.1	8.9	5.6	0.3	-4.3	15.0
O=C(O)c1cccc(N2C(=O)c3cccc4c(Cl)ccc(c34)C2=O)c1	1.0	-19.3	-6.4	11.5	1.1	9.6	-12.3	1.9	-15.6	-7.9	-1.6
O=C(NCc1ccc(F)cc1)C(=O)NCC1OCCN1S(=O)(=O)c1cccs1 (stereo unspecified)	9.3	-9.9	-7.2	20.3	-6.3	-12.5	-8.6	2.4	11.8	-15.0	10.6
O=C(N/N=C/c1ccco1)c1csc2c1CCCC2	-54.6	-21.8	-12.5	-14.4	1.4	-31.4	-8.3	-12.7	-25.7	-17.8	7.8
O=C(Nc1cccnc1)c1cnc2ccccc2n1	-31.7	-15.4	-4.5	-59.6	-3.7	-39.3	-16.6	-0.8	-27.0	-5.9	6.9
Cn1c(C(=O)NCc2ccccc2)cc2oc3ccccc3c21	-108.1	-19.3	0.1	-139.3	-84.0	-25.1	-53.2	9.3	-144.7	-8.0	1.7
O=C1N/C(=N\S(=O)(=O)Cc2ccccc2)S/C1=C/c1cccc([N+](=O)[O-])c1	-5.3	3.5	0.2	-6.1	11.2	1.5	4.5	-1.4	2.7	-4.5	-2.9
O=C(Cn1nnc(-c2ccc(F)cc2)n1)N1CCCCC1	-15.5	1.6	-4.1	-29.6	9.8	-0.7	1.8	-4.2	20.4	-2.8	-9.0
NC(=O)c1cc(S(=O)(=O)N2CCN(c3cccc(Cl)c3)CC2)cs1	4.1	-9.8	-6.6	7.3	9.9	-16.1	1.5	-4.1	0.8	-7.4	-5.9
Nc1c(C(=O)c2ccccc2)sc(Nc2ccccc2)c1S(=O)(=O)c1ccccc1	5.3	28.4	-1.9	15.1	11.6	-12.5	-10.4	11.7	-32.8	-14.8	2.9
COc1ccc(-n2cc(-c3ccccc3)nc2SC)cc1	-104.4	-15.6	-5.4	-98.9	-17.6	-43.7	-67.7	-5.6	-56.7	-38.2	6.2
C/C(=N\Nc1nnc(-c2ccccc2)c(-c2ccccc2)n1)c1cccc([N+](=O)[O-])c1	-3.2	2.4	-7.0	-6.5	18.6	-17.3	-18.2	7.8	3.0	-1.3	9.3
COc1ccc(-c2noc(N(C)CC(=O)Nc3cccc(C(F)(F)F)c3)n2)cc1	-22.8	-4.6	4.5	-31.8	-22.1	-12.5	-11.9	8.2	-34.4	-9.2	-14.9
O=C(CSc1cccc[n+]1[O-])Nc1ccc([N+](=O)[O-])cc1Cl	-11.1	-17.3	-12.4	11.1	-5.3	4.0	-10.3	-7.8	5.3	-3.1	-15.6
Cc1ccc(NC(=O)CS(=O)CC(=O)N(c2ccccc2F)C(C)C(=O)NC2CCCC2)cc1 (stereo unspecified)	1.0	10.2	2.4	9.8	11.5	2.4	-7.0	-17.4	-26.2	-2.5	12.7
CCOC(=O)c1c(NC(C)=O)sc2c(OC)cccc12	-5.5	-6.4	4.3	16.8	-11.5	-1.4	-15.2	1.1	2.7	-0.6	-5.3
OCC(O)C1OC(Nc2ccc(Br)cc2)C(O)C1O (stereo unspecified)	-4.1	14.8	-11.5	2.1	-0.8	-2.4	4.6	1.2	11.2	-16.5	9.7
CC1(NC(=O)CCNC(=O)c2ccc(C(C)(C)C)cc2)CCS(=O)(=O)C1 (stereo unspecified)	-5.3	-0.6	1.1	-12.6	-41.8	0.3	17.0	0.6	6.0	-1.5	1.5
COC(=O)c1sccc1NS(=O)(=O)c1ccccc1[N+](=O)[O-]	11.8	0.1	-2.4	10.5	7.4	-15.7	11.6	-6.5	4.1	-1.6	-4.2
COCC(C)NC(=O)NC(=O)c1ccc(Cl)cc1 (stereo unspecified)	-19.6	5.5	-9.3	-6.5	4.9	-5.3	-39.5	-6.0	-4.6	-1.2	-2.3
CNC(=S)Nc1cc(OC)ccc1OC	6.4	-2.2	0.0	3.7	11.3	-30.3	9.3	3.5	-8.1	10.4	0.6
CC(C)(C)NC(=O)C(OC(=O)Cn1nnc(-c2ccc(F)cc2)n1)c1ccncc1 (stereo unspecified)	-6.1	22.9	2.9	0.2	4.8	-12.5	11.0	-11.6	-26.6	-2.5	5.5
CCC1(c2ccc(F)cc2)NC(=O)N(CC(=O)N2CCN(S(=O)(=O)c3ccc(Cl)cc3)CC2)C1=O (stereo unspecified)	4.6	-3.3	1.4	13.8	7.2	-9.7	-10.1	-4.1	18.6	-1.3	8.2
Cc1ccc(S(=O)(=O)N2CCN(CC(O)c3ccccc3)CC2)cc1 (stereo unspecified)	-33.6	2.5	-0.1	7.4	-19.1	4.4	-0.7	5.7	12.5	-5.5	-13.5
C=CCn1c(N)c(C(=O)NCC2CCCO2)c2nc3ccccc3nc21 (stereo unspecified)	-0.2	26.8	6.2	31.9	-14.2	5.5	23.5	-5.7	6.3	12.0	-2.1
Cc1ccc(C(=O)/C=C/c2cc(C#N)n(C)c2C)cc1	-20.4	-22.0	-9.2	0.9	-7.8	-19.9	-52.0	0.6	-5.4	-7.5	1.2
Cn1c(SCC(=O)Nc2ccc(Br)cc2)nc(O)cc1=O	-42.1	17.4	-14.6	-12.9	-3.8	-2.0	-15.6	-16.8	14.9	-1.2	5.0
CCc1ccccc1NC(=O)c1ccccc1Sc1ccc([N+](=O)[O-])cc1Cl	3.4	-10.2	-3.2	12.3	-5.7	6.7	5.2	11.6	2.2	-7.8	1.8
COCCN(C(=O)Cc1coc2cc(C)c(C)cc12)c1c(N)n(Cc2ccccc2)c(=O)[nH]c1=O	-13.2	-8.6	4.5	2.5	-5.9	-26.6	-12.9	-10.2	3.0	-4.8	17.9
COc1ccc2nc(NC(=O)c3ccccc3[N+](=O)[O-])sc2c1	-50.3	12.5	-1.6	-11.4	-32.6	-38.1	-39.7	-2.1	-55.6	-15.3	-9.8
Fc1ccc(NC(=S)NN2CCOCC2)cc1Cl	-0.8	13.0	-1.9	3.8	9.5	25.0	8.5	-4.0	4.3	-5.2	-0.7
COc1ccccc1C(=O)N1CCCN(C(=O)c2ccccc2OC)CC1	-5.4	-7.4	-3.9	8.2	2.7	-27.6	6.9	0.4	1.9	4.3	-4.8
C=CCN(CC(=O)NC1CCCC1)C(=O)C(=O)Nc1ccc2c(c1)OCCO2	-15.1	1.1	2.8	2.3	8.6	4.8	-3.0	2.1	8.9	-8.4	4.4
CCc1ccc(CCC(=O)Nc2nc(CC(C)=O)ns2)o1	-24.9	13.5	3.8	8.8	-2.6	-6.2	6.4	-0.7	-10.5	-15.7	-7.2
O=C(Nc1ccc(Cl)cc1)C1CCCN(c2cnccn2)C1 (stereo unspecified)	-28.4	-1.6	-2.0	-25.6	-18.6	-1.7	22.5	0.3	5.1	2.1	-6.6
CN1/C(=C\C(=S)NC(=O)c2ccc([N+](=O)[O-])cc2)C(C)(C)c2ccccc21	-7.4	58.2*	-4.4	11.6	-3.2	-9.2	-27.3	1.0	17.3	-6.1	1.1
O=C(Nc1ccc2c(c1)OCO2)c1ccc(Cl)c(S(=O)(=O)N2CCOCC2)c1	4.0	5.1	-9.6	3.2	0.1	-26.9	-13.7	-8.0	-27.6	-4.9	-1.1

Random excerpt: 2 entries already listed.
SMILES	SRC1 inh	TWEAK Fn14 block	NOD2 RIPK2 PPI	LRH-1 inv ag	NR2F2 inh	NCOA2 inhibitor	TROY signal inh	TLR9-MyD88 inh	SRC3 inh	EBV LMP1 NFkB	TRAIL sens C8
COc1ccc2nc(NC(=O)c3ccccc3[N+](=O)[O-])sc2c1	-50.3	12.5	-1.6	-11.4	-32.6	-38.1	-39.7	-2.1	-55.6	-15.3	-9.8
CN1/C(=C\C(=S)NC(=O)c2ccc([N+](=O)[O-])cc2)C(C)(C)c2ccccc21	-7.4	58.2*	-4.4	11.6	-3.2	-9.2	-27.3	1.0	17.3	-6.1	1.1
